Source: PubChem BioAssay (National Center for Advancing Translational Sciences (NCATS))
Nrf2 ARE act: activates Nrf2 signaling. 410,000 tested, 0.31% active. Potency, µM (titrated, usually from 46.1 µM), without a hit: at the highest dose activation, usual class: activators. AREc32 ARE-luciferase reporter (MCF7-derived line), luminescence, 24 h; note: potency is the fitted concentration of half-maximal effect; % of control where 0% means no effect; nearly all actives have a fitted effect of over 65% in size
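Cells of the AREc32 ARE-luciferase line are plated in OPTI-MEM containing 5% FBS and left overnight at 37 deg C. Compounds are pinned in, incubation continues 24 hr, and firefly luciferase signal is then measured.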
CCT chaperon mod: modulators of cytosolic chaperonin (CCT/TRiC) activity | purified chaperonin ATPase assay, HTRF ADP detection, 30 min | activity change, % (no concentration beside the values), hits read low | 360,000 tested, 0.3% active; in the data active = activity change below about -30%; note: % is set by controls: 0 for no effect and ±100 for the full control effect
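TRiC at 40 or 20 nM final (batch-dependent) in 30 mM Tris pH 7.4, 100 mM KCl, 5 mM MgCl2, 1 mM DTT, with compound at single 76 uM and 10 uM ATP, 30 min at 37 deg C. ADP detected by HTRF Transcreener, 665/615 ratio.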
A549 viability: counter-screen for Nrf2 inhibitors: cytotoxicity in A549 cells; A549 ARE-Fluc cells, CellTiter-Fluor viability, 18-24 h; Potency, µM (doses to about 46 µM), without a hit: at the top dose activity change, negative = cytotoxicity, hits mostly inhibitors; 390,000 tested, 0.16% active; AID 504648; note: potency is the fitted concentration of half-maximal effect; % is set by controls: 0 for no effect and ±100 for the full control effect
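A549 ARE_Fluc cells in 5% FBS OPTI-MEM were exposed to compounds in concentration-response for 18-24 h at 37 deg C. Viability was read by CellTiter-Fluor fluorescence (Ex 405/Em 525) after 30 min, before the luciferase read.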
Mm-Cpn inhibitor: M. maripaludis TRiC chaperonin inhibition; purified Mm-Cpn ATPase, ADP Transcreener TR-FRET; Potency, µM (highest dose often 76.9 µM), inactives show at the highest dose activity, negative = inhibition, actives largely listed as inhibitors; 330,000 tested, 0.031% active; note: potency is the fitted concentration of half-maximal effect; % is set by controls: 0 for no effect and ±100 for the full control effect; nearly all actives have a fitted effect of over 80% in size
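Quantitative HTS used 25 nM Mm-CPN and 10 uM ATP in magnesium/KCl Tris buffer, pH 7.4, with 1 mM DTT. Hydrolysis ran 30 min at 37°C; ADP was read by HTRF.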
Nrf2 inh: inhibitors of Nrf2 signaling | A549 ARE-Fluc reporter, luciferase luminescence, 18-24 h | 360,000 tested, 2.1% active | Potency, µM (doses to about 46 µM), for inactives: top-dose activity change, negative = inhibition, most hits filed as inhibitors | AID 504444; note: potency is the fitted concentration of half-maximal effect; % is set by controls: 0 for no effect and ±100 for the full control effect; nearly all actives have a fitted effect of over 60% in size
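Concentration-response testing used A549 ARE_Fluc cells at 5000 cells/well. Following an 18-24 h compound incubation, viability was read by fluorescence (Ex 405/Em 525) and luciferase output by luminescence.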
Abeta rescue: restores growth of yeast expressing A-beta42 peptide. yeast expressing A-beta42, growth rescue, OD600, 48 h; response scale: 0% DMSO, 100% iron-clioquinol control. Potency, µM (titrated, usually from 46.1 µM), inactives show top-dose growth rescue, hits mostly activators. 410,000 tested, 0.063% active. AID 1347071; note: potency is the fitted concentration of half-maximal effect; nearly all actives have a fitted effect of over 55% in size
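Growth rescue measured by 600 nm absorbance after 48 h yeast culture at 30 C with compound. Values normalized between DMSO and an equimolar ferric chloride plus clioquinol control.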
TGFb inhibitor: TGF-b pathway inhibition. HepG2 CAGA-GFP TGF-b/SMAD3 reporter, GFP fluorescence, 18 h; TGF-beta stimulated, 500 pg/mL final. Potency, µM (doses to about 46.1 µM), inactives show at the top dose activity, negative = inhibition, actives largely listed as inhibitors. 410,000 tested, 1.2% active. AID 588855; note: potency is the fitted concentration of half-maximal effect; % is set by controls: 0 for no effect and ±100 for the full control effect; nearly all actives have a fitted effect of over 65% in size
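HEPG2 CAGA-GFP, 1000 cells/well; 2 h settle, 37 C; cpd via pin tool; TGF-b 500 pg/mL final; 18 h, 37 C; GFP imaging ex488/em500-530; %Activity normalised to -TGF-b and +DMSO controls; CRC fit, curve class.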
pAkt inh: blocks phosphorylation of Akt | Neuro2A IGF-stimulated pAkt S473 HTRF, 20 min; stronger effect = lower value | activity change, % for hits at 50 µM | 360,000 tested, 0.32% active | AID 651550; in the data active = activity change below about -80%; inconclusive = mostly about -51% to -80%; note: % is set by controls: 0 for no effect and ±100 for the full control effect
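Neuro2A cells in DMEM with 0.5% FBS, overnight at 37 deg C, given compound at single 50 µM final, then IGF (6 nM final) for 20 min at 37 deg C. Lysed; phospho-Akt Ser473 by HTRF after 24 h, 665/615 ratio.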
HepG2 tox: HepG2 cytotoxicity, counter-screen for TGF-b inhibitors; HepG2 CAGA-GFP viability, ATP luminescence, 18 h; Potency, µM (doses to about 46.1 µM), inactives show top-dose activity change, negative = cytotoxicity, actives largely listed as cytotoxic; 410,000 tested, 0.76% active; AID 588856; note: potency is the fitted concentration of half-maximal effect; some results filed as inactive show a strong effect at the top dose
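HepG2 CAGA-GFP cells (1000/well, DMEM with 1% FBS) received compound, then TGF-beta at 500 pg/mL final, and were incubated 18 hours at 37 degrees C. Viability was read by CellTiter-Glo luminescence. Media-only wells were set as complete cell-killing and DMSO as no toxicity.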
An asterisk follows results filed as active; i = inactive; u = inconclusive; x = not tested or not shown; & = joins results of further samples; [ ] = another dose, or the depositor's remark. Unless noted, calls come from the whole dose curve; as a rule, active = well fitted curve in the direction sought with a large enough effect; inconclusive = small, poorly fitted or top-dose-only effect, or another doubt; inactive = no such curve, though single readings can be large; an effect the other way counts as inactive or inconclusive.

SMILES | Nrf2 ARE act | CCT chaperon mod | A549 viability | Mm-Cpn inhibitor | Nrf2 inh | Abeta rescue | TGFb inhibitor | pAkt inh | HepG2 tox
CCOc1ccccc1/C=C/C(=O)N1CCN(C(=O)c2ccco2)CC1 | 0.9% | 2.4 | 1.8% | 0.3% | u | 12.8% | 18.0% | i | -21.8%
CCCOc1nc(SCCC)nc2c1cnn2-c1ccccc1 | 0.9% | 1.5 | 0.4% | 2.2% | u | -6.7% | 18.8% | i | 8.4%
NC(N)=N/N=C/c1cccc(Cl)c1Cl | -0.2% | -0.3 | -9.1% | -1.7%[15.4 µM] | -11.7% | -22.2% | -15.6% | i | -20.4%
COCCCn1c(SCC(=O)N2CCCCC2C)nnc1-c1ccco1 (stereo unspecified) | 0.1% | -2.0 | 2.9% | -2.5% | x | -3.9% | -14.5% | i | -20.7%
O=C(CN1C(=O)C(=O)N(Cc2ccco2)C1=O)NC1CCCCC1 | 0.4% | -1.4 | 2.2% | 2.6% | 3.8% | 1.9% | 3.6% | i | -11.6%
Cc1cccc(C)c1OCc1nnc(SCC(=O)Nc2ccccc2F)o1 | -0.3% | -0.6 | -3.7% | -2.6% | 2.2% | 14.8% | 2.6% | i | -1.5%
CCS(=O)(=O)c1ccccc1C(=O)NC1CCCc2ccccc21 (stereo unspecified) | 0.2% | -1.6 | 4.4% | -1.2% | 8.7% | -1.9% | 15.1% | i | -8.4%
O=c1c2ccccc2nnn1CSc1nnnn1-c1ccc(O)cc1 | 3.6% | -0.2 | 3.2% | 0.8% | 0.7% | x | -9.6% | i | 1.1%
O=C(Nc1ccc(F)cc1F)NC1CCN(S(=O)(=O)c2ccc(F)cc2)CC1 | 0.7% | -1.7 | 1.4% | -0.3% | -28.1% | -3.9% | -23.6% | i | -5.4%
COc1ccc(Cc2nc(-c3ccncc3)no2)cc1 | 0.1% | 0.9 | 0.5% | 1.3% | 25.0% | 10.9% | -3.8% | i | 5.0%
Cc1cccc(-n2c(C)cc(/C=C3\C(=N)N4N=C(CC(C)C)SC4=NC3=O)c2C)c1 | -0.7% | -1.8 | -3.7% | -0.6% | 10.9% | 7.1% | -0.7% | i | 3.8%
Cc1ccc(CNC(=O)CSc2nc3n[nH]c(C)c3c(=N)n2-c2ccccc2Cl)cc1 | 7.8% | x | 7.5% | x | x | -0.2% | u | x | -19.0%
O=C(O)CC(NC(=O)C12CC3CC(CC(C3)C1)C2)c1ccc(Cl)cc1 (stereo unspecified) | -0.6% | -1.2 | 2.4% | -4.2% | 9.2% | 4.6% | 27.7% | i | -9.3%
CCOC(=O)NC(=O)/C(N=Nc1ccc(C(F)(F)F)cc1)=C(\C)O | 4.8% | -0.8 | 0.2% | 2.2% | 26.7% | -6.9% | -8.9% | i | -3.0%
COc1cc(CNC2CCCCC2)c(Br)cc1OC1CCCC1 | -0.9% | 1.1 | -5.0% | -2.9% | 17.9% | 17.2% | -0.7% | i | -18.6%
C[C@@H]1COC(=O)[C@H](CC(=O)OC(C)(C)C)C/C=C\C[C@@H](CC(=O)N[C@H](CO)Cc2ccccc2)C(=O)N1 | -0.4% | 0.3 | -3.9% | 1.6% | 7.4% | 6.9% | 3.5% | i | 5.3%
CCOc1cc(C(=O)NN2CCOCC2)cc(OCC)c1OCC | -0.9% | 2.4 | 1.0% | 0.2% | 7.0% | 3.0% | -2.7% | i | 4.8%
CC(CCc1ccccc1)NC(=O)COC(=O)c1ccccc1Br (stereo unspecified) | -0.3% | -1.4 | 3.1% | -0.1% | 8.8% | 1.4% | -2.5% | i | -13.8%
O=C(N/N=C/c1ccc(Br)cc1)c1ccc(Br)o1 | 1.4% | -1.8 | 2.0% | -1.5% | u | -7.5% | 8.4% | i | 8.4%
CCOc1ccccc1Cn1c(=O)sc2ccccc21 | -0.3% | -2.2 | 2.8% | 2.7% | u | 21.8% | -1.0% | i | -12.4%
Cc1cc(C)c(S(=O)(=O)Nc2cccc(C(=O)O)c2)cc1S(=O)(=O)Nc1cccc(C(=O)O)c1 | 0.4% | -0.8 | -2.3% | x | 0.2% | -2.7% | -0.7% | i | 4.8%
c1ccc2c(c1)OCC(c1nnc3sc(-c4cnccn4)nn13)O2 (stereo unspecified) | 0.0% | 1.7 | 1.9% | 0.3% | x | 8.7% | -8.9% | i | -13.9%
O=C(CSCCO)Nc1ccc([N+](=O)[O-])cc1 | 1.7% | -6.1 | -9.2% | 0.9% | 0.1% | -3.1% | 5.3% | i | 8.1%
CN(C[C@H](CC1CCCCC1)N(C[C@H](Cc1ccccc1)N(CCc1ccccc1)N=O)N=O)N=O | -0.7% | -4.8 | -0.2% | x | 5.5% | 5.6% | -0.8% | i | -9.9%
CN(CCC#N)CC(=O)Nc1ccc(S(N)(=O)=O)cc1 | 0.4% | 0.8 | 5.5% | u | -13.5% | -12.6% | -0.7% | i | -5.1%

Look-ups from the entries so far.
`CCCOc1nc(SCCC)nc2c1cnn2-c1ccccc1` @ Nrf2 ARE act = 0.9%
`Cc1ccc(CNC(=O)CSc2nc3n[nH]c(C)c3c(=N)n2-c2ccccc2Cl)cc1` @ A549 viability = 7.5%
`COCCCn1c(SCC(=O)N2CCCCC2C)nnc1-c1ccco1` (stereo unspecified) @ Mm-Cpn inhibitor = -2.5%

Next entries follow.
SMILES | Nrf2 ARE act | CCT chaperon mod | A549 viability | Mm-Cpn inhibitor | Nrf2 inh | Abeta rescue | TGFb inhibitor | pAkt inh | HepG2 tox
CC1Oc2ccccc2N(CC(=O)N(Cc2ccccc2)Cc2ccccn2)C1=O (stereo unspecified) | 0.2% | -3.4 | u | -3.4% | 6.3% | 2.5% | 12.5% | i | -3.4%
Cc1ccc(S(=O)(=O)N(Cc2ccc(Cl)cc2)c2ccccc2C(=O)NCc2cccnc2)cc1 | 0.4% | -0.7 | -7.4% | -0.8% | -20.6% | 16.2% | u | i | -11.0%
Cc1ccc(S/C(=N\S(=O)(=O)c2ccc(Cl)cc2)c2ccccc2)cc1 | -0.8% | 0.6 | -16.7% | -0.3% | -2.9% | 13.9% | 1.9% | i | -26.8%
CSc1nc2ccc(S(=O)(=O)N(C)C)cc2s1 | 2.2% | -0.9 | -10.8% | -6.6% | -5.2% | 7.3% | 0.0% | i | -0.4%
Cc1ccc2[nH]c(=O)c3cc(C(=O)NCC4CCCO4)sc3c2c1 (stereo unspecified) | 0.3% | -1.2 | -10.5% | 1.8% | u | -0.8% | 0.2% | i | 2.5%
Nc1ccccc1-c1nnc2n1CCCCC2 | 0.0% | 0.1 | -3.5% | 2.2% | 5.9% | -12.9% | 3.2% | i | -2.4%
COC(=O)c1ccc(CNC(=O)C2CCC(=O)N(CCc3ccccn3)C2)cc1 (stereo unspecified) | 0.1% | -0.1 | x | x | x | 0.2% | 7.9% | i | -8.6%
Cc1ccnc(NC(=O)CNC(=O)c2ccc3c(c2)OCO3)c1 | -0.4% | 0.3 | -0.5% | 0.8% | 18.5% | 6.0% | -3.7% | i | -1.0%
CCNS(=O)(=O)c1ccc(CCC(=O)N2CCOCC2)cc1 | -0.5% | -3.3 | 2.2% | 1.9% | -4.6% | -6.1% | -5.0% | i | -43.5%
O=C(Nc1cc(F)ccc1F)C1CCCO1 (stereo unspecified) | -1.4% | -2.0 | -5.4% | 2.3% | 0.1% | -8.1% | u | i | 4.2%
Cc1ccccc1-c1nc(P(=O)(c2ccccc2)c2ccccc2)c(N2CCOCC2)o1 | 3.6% | 0.2 | 2.1% | 0.7% | -14.1% | 10.4% | -27.7% | i | -3.1%
CCN(c1ccccc1)S(=O)(=O)c1ccc(C(=O)Oc2ccc(C(C)=O)cc2)cc1 | -0.6% | 0.4 | -9.0% | 1.5% | 7.8% | 8.1% | -12.7% | i | -2.0%
COC(=O)CCCC(=O)N1CCCC(C(=O)c2ccc(OC)cc2C)C1 (stereo unspecified) | -0.7% | 0.0 | 13.3% | 0.9% | 14.1% | 10.0% | 7.6% | i | 0.0%
CCc1cc(C(=O)NNC(=O)CCN2CCN(c3ccccc3)CC2)sc1C | 1.8% | 3.5 | -3.7% | -1.3% | -0.4% | -0.6% | -11.5% | i | -30.0%
Cc1cccc(-c2nnc(-c3cccc(NC(=O)Cc4cccs4)c3)o2)c1 | 3.7% | 0.7 | u | -0.2% | 20.6µM* | 22.8% | -27.4% | x | -9.6%
O=C(O)CC1Oc2ccc(Cl)cc2NC1=O (stereo unspecified) | 0.2% | -0.6 | -1.7% | -0.4% | 12.8% | -8.7% | 28.0% | i | 5.3%
CCc1ccccc1NC(=O)COc1cccc2ccc(C)nc12 | -0.5% | -3.7 | -0.6% | 2.1% | 2.2% | 3.0% | 0.8% | i | -3.4%
CCOc1ccccc1C(=O)Nc1nnc(COC)s1 | 7.7%&2.2% | -0.8 | 0.3%&-3.6% | -1.7% | 0.8% | -12.3%&-0.5% | 34.7%&1.0%[activator] | i | 4.3%&4.1%
CC(=O)NC(CC(=O)N(C)Cc1cccc(Cl)c1Cl)c1ccccc1 (stereo unspecified) | -0.6% | -8.6 | 1.1% | -3.9% | -23.5% | -17.1% | 0.0% | i | -30.6%
CSc1ccc(CNC(=O)Cn2ccc3cc(S(=O)(=O)N4CCCC4)ccc32)cc1 | 11.0% | x | 4.3% | x | -1.2% | -8.5% | 9.6% | x | -27.7%
